# Screening results deposited in PubChem BioAssay by Broad Institute.
# INS-1E GSIS act – GLuc luminescence reporter in INS-1E cells, primary screen for activators of glucose-dependent secretion of insulin. INS-1E GLuc reporter insulin secretion, 2-3 h. AID 743287, 2014. 370,000 compounds, 0.61% hits. activation, % at 16.6 µM;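 active means lowest replicate activation of at least 40%, so every replicate reaches that level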;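 further: 0% = median of neutral control wells and 100% = median of IBMX positive control wells; some compounds called inactive have numbers as strong as hits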
# ARNT TACC3 PPI – disruptors of ARNT/TACC3 protein interaction, primary screen, biochemical, AlphaScreen, single concentration; inhibition, % at 9.99 µM; 390,000 compounds, 0.66% hits; AlphaScreen His-ARNT PAS-B/GST-TACC3 binding, luminescence; TACC3 fragment carries E629A point mutation; Transforming acidic coiled-coil-containing protein 3 (Homo sapiens), Q9Y6A5;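 active means mean inhibition of replicates at least 50% and at least half of replicates each reaching 50%; inconclusive means half or more replicates reach 50% but mean below 50%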;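 further: 0% = complete ARNT plus TACC3 wells and 100% = ARNT alone without TACC3; many hits fall short of the cut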
# Xi reactivation – activators of inactive X chromosome reactivation, primary screen, imaging, XiGFP fibroblasts, GFP high-content imaging, set 2; XiGFP mouse fibroblasts, % GFP-positive cells imaging, 3 d; cells co-treated with 5-aza-dC sensitizer; scaled so ellipticine positive control = 100%; 360,000 compounds, 0.055% hits; activation, % at 7.58 µM;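 active means mean normalized replicate activation at least 10% and every replicate at or above 10%; inconclusive means only one of the two criteria met; inactive means mean below 10% and not all replicates reach 10%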;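 further: 0% = median of on-plate neutral control wells and 100% = ellipticine 6 µM median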
#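 assay system = SV40-immortalized XiGFP fibroblast cells, line 68-5-11 | buffer or medium = DMEM plus 5-aza-dC sensitizer | doses = single-point pinned compound dosing | times = 3-day compound exposure, then 15 min fixation at room temperature | benchmarks = positive control ellipticine, 6 µM final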
# EWS-Fli inh – EWS/Fli-driven NR0B1 reporter inhibitors, primary screen, A673 cells, NR0B1 luciferase, luminescence, MLPCN library; AID 651661, 2012; viability-normalised; 350,000 compounds, 0.67% hits; inhibition, % at 12.6 µM;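 active means mean inhibition of at least 50% after viability correction, with every replicate also passing that limit; inconclusive means mean reaches 50% but only one of two replicates passes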;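 further: firefly luciferase signal divided by Alamar Blue viability fluorescence both relative to DMSO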
# ERp5 inh – inhibitors of ERp5-driven insulin aggregation, primary screen, biochemical, turbidity, absorbance 650 nm, single point; 90 min; inhibition, % at 9.99 µM; 350,000 compounds, 0.05% hits; AID 651711, 2012;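 active means mean replicate inhibition above about 25%, with every replicate also reaching it, limit read from the data, passing the limit was not always enough; inconclusive means only one of those two criteria met; inactive means neither criterion met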
# Target sequence (Q15084 whole entry, looked up): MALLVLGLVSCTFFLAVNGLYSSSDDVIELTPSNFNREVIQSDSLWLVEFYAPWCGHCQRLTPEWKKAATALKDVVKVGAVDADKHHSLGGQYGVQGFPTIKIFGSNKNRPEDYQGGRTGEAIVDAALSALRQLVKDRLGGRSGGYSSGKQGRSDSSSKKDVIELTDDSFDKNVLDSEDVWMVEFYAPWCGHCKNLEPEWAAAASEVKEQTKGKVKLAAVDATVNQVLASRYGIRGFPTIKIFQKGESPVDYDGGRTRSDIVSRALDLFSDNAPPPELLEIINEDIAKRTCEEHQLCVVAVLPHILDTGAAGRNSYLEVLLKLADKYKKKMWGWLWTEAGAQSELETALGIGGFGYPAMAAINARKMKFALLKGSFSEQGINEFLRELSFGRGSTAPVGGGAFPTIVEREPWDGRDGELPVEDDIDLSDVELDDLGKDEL
# PAX8 reporter – inhibitors of PAX8-driven TPO luciferase reporter, primary screen, RMG-I cells, single concentration; SteadyGlo, 24 h; inhibition, % at 12.6 µM; 360,000 compounds, 1.2% hits; AID 652154, 2013;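 active means mean replicate inhibition at least 60% with every replicate also reaching 60%; inconclusive means only one of the two criteria is met; inactive means mean below 60% and not all replicates reaching 60%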;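 further: luciferase light reporting Pax8 driven TPO promoter activity; plate controls were median of neutral control wells for no effect and mitoxantrone controls for full effect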
# F508del corr – F508del CFTR correction, initial screen, CFBE line, single point; CFBE cells, YFP halide quenching; stimulated with forskolin plus potentiator P3; % fluorescence drop versus neutral controls; activity (quench increase), % at 7.58 µM; 350,000 compounds, 0.36% hits;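 active means mean added fluorescence quench of at least 8% versus neutral control, with both replicates also reaching 8%; inconclusive means only one of the mean or replicate conditions met; inactive means mean below 8% and not both replicates reaching 8%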;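 further: cells transiently co-express mutant CFTR-F508del with the halide-sensitive YFP; corrector assay measuring rescue of mutant channel to the surface after 24 h compound exposure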
# DENV2 CPE rescue – inhibitors of DENV2 cytopathic effect, primary screen, cell-based, plate reader, single concentration; AID 651640, 2012; 350,000 compounds, 1.7% hits; CPE inhibition, % at 9.99 µM; DENV2-infected cells, cytopathic effect rescue; in the data active means CPE inhibition above about 20%, passing the limit was not always enough; inconclusive means no clear call, values can overlap the other calls; tested in BHK-21 cells;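 further: 0% = median of neutral control wells and 100% = median of positive control wells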
# An asterisk follows results filed as active; ? = inconclusive; · = not tested or not shown.
# Screens in order: INS-1E GSIS act, ARNT TACC3 PPI, Xi reactivation, EWS-Fli inh, ERp5 inh, PAX8 reporter, F508del corr, DENV2 CPE rescue
O=C(Nc1cccc(NC(=O)c2cccc([N+](=O)[O-])c2)n1)c1cccc([N+](=O)[O-])c1
  3, -3, 0.0, 16, 5, -13, 1.9, ?
C[C@H]1CN([C@@H](C)CO)C(=O)c2cc(NS(=O)(=O)c3ccc(F)cc3)ccc2O[C@H]1CN(C)C(=O)Nc1ccc2c(c1)OCO2
  7, 1, -0.8, 0, -6, ·, -3.8, 9
COc1ccc(N2CCN(C(=O)CCNS(=O)(=O)c3ccc(C)cc3)CC2)cc1
  45, 1, 0.2, 1, -3, 16, 1.6, 1
CN1C(=O)c2cc(NC(=O)C3CCCCC3)ccc2OC[C@@H]2O[C@H](CC(=O)NCC3CCCCC3)CC[C@@H]21
  -25, ·, 0.0, 11, 0, -13, -0.7, -3
COC(=O)c1ccc2c(c1)sc(=NC(=O)CCS(=O)(=O)c1ccccc1)n2C
  -3, -4, 0.3, 1, -5, 55, -1.5, ?
CCCC(=O)Nc1ccc2c(c1)C(=O)N(C)[C@@H]1CC[C@@H](CC(=O)NCc3cccc(F)c3)O[C@H]1CO2
  -1, ·, 0.0, 2, ·, 2, 3.2, ·
O=c1c2ccccc2nc(-c2cccs2)n1-c1ccc2ccccc2c1
  -7, -7, -0.1, -32, 4, 27, 0.9, -8
O=C(Nc1ccc(F)cc1)N1C[C@H]2[C@@H](c3ccccc31)[C@@H](CO)N2C(=O)c1cccnc1
  -9, 2, 0.0, -8, 5, 0, 1.2, 1
Cc1cccc(C2c3[nH]c4ccccc4c3CCN2C(=O)c2cc(CC(C)C)[nH]c(=O)n2)n1 (stereo not drawn)
  -22, 4, 0.0, 11, 2, 15, 2.0, -8
C[C@@H]1CN([C@H](C)CO)C(=O)c2cccc(NC(=O)NC3CCCCC3)c2O[C@H]1CN(C)Cc1ccccc1
  -5, 0, 0.0, 16, -10, 19, 4.3, -10
O=C(COc1ccccc1Cc1ccccc1)NCCCN1CCOCC1
  13, -3, 1.1, 4, 1, -6, -0.4, -5
Cn1cnc(S(=O)(=O)N2CCCCN3[C@H](C2)[C@@H](c2ccc(C#CC4CCCC4)cc2)[C@@H]3CO)c1
  4, -1, 0.0, 12, -3, 4, 4.4, 3
O=C(CSc1nnc(NC(=O)C2CCC2)s1)Nc1ccccc1F
  7, 2, 0.1, -8, -7, -4, -0.4, 7
C[n+]1c(-c2ccccc2)sc([S-])c1-c1ccccc1
  -4, ·, 0.0, 0, 3, 5, -1.2, -5
CNC[C@@H]1OCCCC[C@H](C)Oc2ccc(NS(=O)(=O)c3cccs3)cc2C(=O)N([C@@H](C)CO)C[C@@H]1C
  7, -1, -0.7, ·, -1, 0, -2.8, 3
CCCNC(=O)N1C[C@H](C)[C@H](OC)CN(C)C(=O)c2cc(NC(=O)C3CCC3)ccc2OC[C@H]1C
  -2, ·, 0.6, 4, ·, ·, -0.8, ·
Cc1cc(C)cc(N(CC(=O)NC2CCCC2)C(=O)CCC(=O)Nc2cc(C)on2)c1
  2, 4, 0.0, -3, 1, 7, -0.2, -1
CCc1cccc(C)c1NC(=O)c1ccc2nc(N3CCOCC3)sc2c1
  2, ·, 0.1, 1, 2, -1, 0.1, -4
Cc1ccc(Nc2nnc(SCC(=O)Nc3cc(C(=O)O)ccc3C)s2)c(C)c1
  -3, -2, -0.1, -1, 3, -4, -0.8, 17
CN1CCN(C(=O)C[C@H]2CC[C@H]3[C@@H](COC[C@@H](O)CN3C(=O)Nc3ccc(F)cc3)O2)CC1
  11, -1, 0.0, 5, -3, -12, -2.1, 0
CO[C@H]1CN(C)C(=O)c2cc(NS(=O)(=O)c3ccc(-c4ccccc4)cc3)ccc2OC[C@H](C)NC[C@H]1C
  -2, 4, -0.6, 8, -3, ·, -5.8, -7
Cc1cc(C)c(S(=O)(=O)NCc2cccnc2)c(C)c1
  24, -9, 0.0, -6, -6, 22, -0.8, 4
C/C=C/c1ccc([C@@H]2[C@H](CO)N(CCC(F)(F)F)C23CN(C(=O)CC2CC2)C3)cc1
  -1, ·, 0.1, -4, 3, 22, 2.0, -4
CC(C)NC(=O)Nc1ccc2c(c1)CC(=O)N([C@H](C)CO)C[C@H](C)[C@H](CN(C)Cc1ccccc1)O2
  -3, 4, 0.1, -3, -2, -14, -1.1, 11
Cc1c(Cl)ccc2sc(NC(=O)c3ccco3)nc12
  ·, -7, 0.1, -88, 3, -170, -0.2, 2
COc1ccc(Cl)cc1NC(=O)NCCN1CCNC1=O
  -5, -5, 0.3, -8, 9, -25, -2.0, 14
COc1ccc(NC(=O)Nc2ccc3c(c2)C(=O)N([C@@H](C)CO)C[C@H](C)[C@@H](CN(C)C(=O)Nc2cccc4ccccc24)O3)cc1
  -1, 1, -0.9, 2, 0, -3, -1.9, 1
CC(=O)C1C(c2ccc(Br)cc2)c2c(noc2C)CC1(C)O (stereo not drawn)
  ·, -1, 0.0, -22, 3, 10, -0.1, ?
O=c1[nH]cc(NCCNc2ncc(C(F)(F)F)cc2Cl)c(=O)[nH]1
  18, ·, 0.0, 7, -3, -2, -1.3, -2
C[C@@H]1CN([C@H](C)CO)C(=O)Cc2cc(NC(=O)c3ccncc3)ccc2O[C@H]1CN(C)S(=O)(=O)c1cn(C)cn1
  21, -8, 0.1, -10, 77*, ·, -1.3, 19
C[C@@H]1CN([C@H](C)CO)C(=O)c2cccc(NC(=O)c3cnccn3)c2O[C@@H]1CN(C)S(=O)(=O)c1cn(C)cn1
  -12, -6, 0.3, 0, 0, ·, 0.6, -9
O=C(CN(Cc1ccc(Cl)cc1)C(=O)CN1C(=O)COc2ccccc21)NC1CCCC1
  -5, -4, 0.0, 3, -1, -2, 0.6, 2
CC(=O)c1c(C)[nH]c(C(=O)OCc2c(F)cccc2Cl)c1C
  3, -3, 0.0, 15, -6, -7, 2.9, 0
COc1ccccc1-c1cn(CC[C@H]2CC[C@H](NC(=O)NC(C)C)[C@@H](CO)O2)nn1
  8, -3, -0.6, 9, 3, 6, 0.9, 10
OC(c1ccccc1)c1nc(-c2csc3ccccc23)cs1 (stereo not drawn)
  ·, ·, 0.0, -31, 4, -115, -2.7, -6
O=C1NN(CCO)C(=S)Nc2ccccc21
  6, ·, 0.1, -2, 0, 17, 2.9, 4
CN(C)CCCN=Cc1c(-c2ccccc2)[nH]n(-c2nc3ccccc3s2)c1=O
  -5, 5, 0.3, 21, 1, 51, -0.2, ·
Cc1ccc(C(=O)Nc2ccc(S(=O)(=O)Nc3cnc4ccccc4n3)cc2)cc1
  17, 0, 0.1, -69, 3, -18, 1.9, 2
O=C(N/N=C/c1cn(-c2ccccc2)nc1-c1ccc2c(c1)OCCO2)c1ccncc1
  -8, -2, 0.0, -100, -2, -88, 1.3, 5
CCN(CC)C(=O)COc1c(-c2ccco2)oc2ccccc2c1=O
  -15, 7, 0.0, 10, 4, -11, 3.2, 3
CCCCc1cc(=O)oc2cc(C)cc(OCC(=O)NCc3cccnc3)c12
  20, 1, 0.0, 3, 10, 15, 1.3, 6
O=C(COC(=O)/C=C/c1ccco1)NCc1ccc2c(c1)OCO2
  17, -5, 0.0, -6, -1, 0, -1.5, -10
CCN1[C@@H]2c3ccc(/C=C/c4ccccc4)c(=O)n3C[C@H]1[C@H](CO)[C@H]2C(=O)NC1Cc2ccccc2C1
  -7, ·, 0.0, 2, 2, 10, 1.5, 6
Cc1cccc(-c2ccc([C@@H]3[C@@H](CO)N4C(=O)CN(C(=O)NC5CCCCC5)C[C@H]34)cc2)c1
  -11, ·, 0.5, 4, 9, ·, -1.9, 9
COc1ccc(NC(C)=O)cc1S(=O)(=O)NC(Cc1ccccc1)C(=O)O (stereo not drawn)
  32, -2, 0.6, -1, 2, 8, -0.6, 3
NNC(=O)c1cncn1-c1ccc(F)cc1
  -12, 3, 0.1, 17, 8, -13, -0.7, ·
CC(C)CN(C[C@H]1N[C@H](CO)[C@@H]1c1ccccc1)C(=O)C1CCCCC1
  2, ·, 0.3, -5, 2, ·, 2.4, -5
Cc1nc(=O)c(-c2ccccc2)c(C)n1-c1ccccc1
  3, -11, 0.0, 13, -6, 6, -0.8, 0
CC(C)(C)c1ccc(C(CC(=O)O)NC(=O)CSc2ccccc2)cc1 (stereo not drawn)
  3, 1, 0.1, 16, 1, 1, 1.6, 3
CC(=O)N1CCc2cc(S(=O)(=O)NC(Cc3ccccc3)C(=O)NCCN3CCCCC3C)ccc21 (stereo not drawn)
  4, ·, 0.0, 11, 1, -9, -1.6, 0
C[C@H]1CCCCO[C@H](CN(C)C(=O)Nc2ccccc2)[C@@H](C)CN([C@@H](C)CO)C(=O)c2cc(NC(=O)Nc3ccc4c(c3)OCO4)ccc2O1
  -31, 18, 0.0, -38, 0, -1, -0.7, -5
CO[C@H]1CN(C)C(=O)c2cc(NC(=O)c3cnccn3)ccc2OC[C@H](C)N(CCc2ccccc2)C[C@@H]1C
  -14, -1, 0.1, 0, 1, -15, 2.9, -2
CC1Cc2nc(SCC(=O)NCCc3ccccc3)n(C)c(=O)c2S1 (stereo not drawn)
  -2, 0, 0.0, 4, 2, 5, 6.8, -1
CN(C)S(=O)(=O)c1cccc(NC(=O)CSc2nncn2C)c1
  6, -4, -0.2, 4, 4, -6, 1.5, 8
CCCNC(=O)C[C@@H]1CC[C@H]2[C@@H](COC[C@H](O)CN2Cc2ccncc2)O1
  21, 10, 0.0, 7, 1, -10, 0.7, 5
CN1CCN(CC(O)COc2ccc(C34CC5CC(CC(C5)C3)C4)cc2)CC1 (stereo not drawn)
  47, 12, 0.2, 23, 3, -5, -7.1, 9
CC1CCCC(C)N1C(=O)CSc1nc(N)c(-c2ccccc2)c(=O)[nH]1 (stereo not drawn)
  -5, 4, ·, -6, -3, ·, 0.0, 1
COc1ccc(N2CCN(C(=O)c3ccc4c(=O)n(CCc5ccc(OC)c(OC)c5)c(=O)[nH]c4c3)CC2)cc1
  21, -1, -0.1, 10, -2, 26, -0.6, 2
Cc1ccc(S(=O)(=O)N2CCC(C(=O)N3CCCC3C(=O)N[C@@H](CC(C)C)C(=O)NCC(N)=O)CC2)cc1 (stereo partly drawn)
  16, -6, ·, -3, 2, ·, 1.2, 17
COC(=O)c1ccc(Cn2c(C)c(C(=O)NCc3cccc(C(F)(F)F)c3)sc2=O)o1
  -30, ·, 0.1, -6, -4, -2, -2.4, ?
COc1ccc(C(=O)Nc2ccccc2C(=O)NC(Cc2ccc(O)cc2)C(=O)NNC(=O)c2ccccc2)cc1 (stereo not drawn)
  0, -20, 0.1, -11, ·, 9, -1.0, ·
Cc1ccc(Cl)cc1NC(=O)CN1CCN(S(=O)(=O)N2CCC(C)CC2)CC1
  -2, ·, 0.4, 2, 3, -4, -0.4, 11
Cc1c(C(=O)NNS(=O)(=O)c2ccccc2)sc(=S)n1C
  3, 0, 0.2, -4, 5, 28, -1.5, -10
